# MC4R antagonist: MC4R antagonists of cAMP signaling, primary screen, cell-based, TR-FRET, antagonist arm of biased-ligand search; Melanocortin receptor 4 (Homo sapiens), P32245; inhibition, % at 6.5 µM; 360,000 tested, 0.48% active; MC4R-expressing cells, MTII-stimulated cAMP, LANCE TR-FRET;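 active = inhibition above its plate's cutoff, the mean of tested wells on that plate plus 3 SD, cut at about 29% in these data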;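 also: 0% = Melanotan II alone and 100% = Melanotan II plus saturating MCL0020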
# Target sequence (P32245 whole entry, looked up): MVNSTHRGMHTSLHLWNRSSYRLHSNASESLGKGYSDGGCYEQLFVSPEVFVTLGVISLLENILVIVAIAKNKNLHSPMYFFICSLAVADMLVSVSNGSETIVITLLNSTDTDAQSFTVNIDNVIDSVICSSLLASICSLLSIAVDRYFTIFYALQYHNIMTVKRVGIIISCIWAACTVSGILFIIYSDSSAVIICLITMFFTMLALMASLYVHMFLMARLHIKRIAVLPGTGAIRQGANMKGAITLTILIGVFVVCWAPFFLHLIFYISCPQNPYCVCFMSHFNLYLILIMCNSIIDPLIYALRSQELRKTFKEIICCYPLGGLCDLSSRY
#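 Assay system: U2OS cells stably expressing human melanocortin 4 receptor (MC4R) / Dosing: 6.5 µM / Timing: compound 30 min, challenge 1 h, detection 1 h / Measured by: Eu-cAMP/anti-cAMP TR-FRET, emission 671 nm / Replicates: singlicate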
# ABHD5 PLIN5 PPI: ABHD5-PLIN5 interaction inhibitors, primary screen, cell lysate, split luciferase complementation, luminescence | Split G. princeps luciferase complementation, 4 h | 360,000 tested, 0.78% active | Perilipin-5 (Homo sapiens) + 1-acylglycerol-3-phosphate O-acyltransferase ABHD5 (Homo … | inhibition, % at 4 µM;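 active = inhibition above the mean inhibition across every tested compound plus 3 SD, cut at about 22% in these data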;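 also: 0% = DMSO only wells and the 100% control is not disclosed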
# SRC2 inh: inhibition of GAL4-SRC2 driven luciferase reporter, primary screen, SRC2 inhibitor project, cell-based, luminescence; Nuclear receptor coactivator 2 (Homo sapiens), Q15596; HEK293 GAL4-SRC2 luciferase reporter; inhibition, % at 9 µM; 370,000 tested, 0.17% active;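 active = inhibition above the mean inhibition of all tested compounds plus 3 SD, set per campaign, cut at about 52% in these data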;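 also: 0% = DMSO treated cells and 100% = cells given Gossypol at 36 µM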
# NOD2 RIPK2 PPI: NOD2-RIPK2 binding disruptors in cells, primary screen, fluorescence, CHO cells, BLA complementation | CCF4 ratio | inhibition, % at 4.98 µM | 360,000 tested, 0.38% active; in the data active = inhibition above about 21%;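 also: 0% = vehicle only and 100% = reference blocker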
# Target sequence (O43353 whole entry, looked up): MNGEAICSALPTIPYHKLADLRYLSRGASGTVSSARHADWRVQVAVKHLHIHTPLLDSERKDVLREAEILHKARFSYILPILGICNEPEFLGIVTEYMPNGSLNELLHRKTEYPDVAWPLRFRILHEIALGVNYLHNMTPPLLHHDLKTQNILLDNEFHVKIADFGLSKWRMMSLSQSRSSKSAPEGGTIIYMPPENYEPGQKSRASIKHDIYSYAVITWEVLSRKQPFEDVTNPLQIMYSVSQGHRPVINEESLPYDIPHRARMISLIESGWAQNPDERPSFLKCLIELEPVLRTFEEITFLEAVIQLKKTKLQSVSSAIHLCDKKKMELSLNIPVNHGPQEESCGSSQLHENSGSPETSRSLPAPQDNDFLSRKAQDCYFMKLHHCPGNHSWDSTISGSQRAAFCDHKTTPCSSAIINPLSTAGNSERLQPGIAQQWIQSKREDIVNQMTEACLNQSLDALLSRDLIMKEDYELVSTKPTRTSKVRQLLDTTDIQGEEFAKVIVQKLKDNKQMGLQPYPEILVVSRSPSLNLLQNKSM
# TLR9-MyD88 block: inhibitors of TLR9-MyD88 association in cells, primary screen, cell-based, CHO, BLA complementation, fluorescence | AID 504734, 2011 | 340,000 tested, 0.21% active | CCF4 FRET ratio | Toll-like receptor 9 (Homo sapiens) + Myeloid differentiation primary response protein … | inhibition, % at 4.98 µM;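 active = inhibition above the mean over all tested compounds plus 3 SD, cut at about 21% in these data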;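 also: 0% = DMSO only wells and 100% = clavulanate BLA inhibitor control wells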
# H9c2 protect: cardioprotection against H2O2-induced cell death, primary screen, uHTS, H9c2 cells, ATPLite luminescence; H9c2 cardiomyocytes, H2O2 injury protection, 2 h; protection from H2O2 cell death, % at 20 µM; 360,000 tested, 0.63% active; AID 588492, 2011;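 active = compounds giving at least 50% protection of heart cells from peroxide-induced death in the single-dose screen, raw or plate-pattern-corrected value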;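 also: 0% = DMSO wells with peroxide and 100% = DMSO wells without peroxide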
# ABCB6 inh MLPCN: ABCB6 transporter inhibitors, primary screen, K562-ABCB6 cells, flow cytometry, MLPCN library; ATP-binding cassette sub-family B member 6 (Homo sapiens), Q9NP58; K562-ABCB6 porphyrin accumulation, 1 h; active compounds read low; fluorescence ratio to DMSO, % at 10 µM; 360,000 tested, 0.19% active; AID 602162, 2011;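 active = fluorescence ratio to DMSO below 75%, the collection mean minus 3 SD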;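 also: signal is porphyrin accumulated inside mitochondria; 100% equals median channel fluorescence of DMSO control wells; lower ratio means ABCB6 inhibition with less porphyrin fluorescence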
# MC4R ag barr: MC4R agonists recruiting beta-arrestin, primary screen, cell-based, luminescence, agonist arm of biased-ligand search | Melanocortin receptor 4 (Homo sapiens), P32245 | U2OS MC4R beta-arrestin complementation; percent of melanotan II response, DMSO zero | activation, % at 8.9 µM | 360,000 tested, 0.98% active | AID 540308, 2011;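 active = activation above a per-plate cutoff, the mean activation of sample wells on that plate plus 3 SD, cut at about 8% in these data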
# N-glyco inh: increase of ERlucT glycosylation luciferase signal, primary screen, N-linked glycosylation inhibitor project, D54 ERlucT cells, luminescence, set 2; reporter increase, % at 12.5 µM; 360,000 tested, 0.23% active; D54 ERlucT glycosylation luciferase reporter, 24 h; percent of 100 nM tunicamycin response; AID 588692, 2011;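 active = mean luciferase reporter signal, scaled so untreated is 0 and the glycosylation-blocking control 100, at or above a set limit in every replicate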;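 also: luciferase carries N-glycosylation sites so blocking glycosylation raises the light; 0% = median of neutral control wells and 100% = median of 100 nM tunicamycin wells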
# m5-HT2A agonist: mouse Htr2a agonists via beta-arrestin recruitment, primary screen, cell-based, luminescence; activation, % at 7.6 µM; 5-hydroxytryptamine receptor 2A (Mus musculus), P35363; 360,000 tested, 0.66% active; AID 624169, 2012; CHO-K1 mHTR2A beta-arrestin complementation; percent of 30 µM serotonin response;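 active = activation above a run cutoff, the mean activation of all tested compounds plus 3 SD, cut at about 14% in these data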;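 also: 0% = plate median of compound wells and 100% = 30 µM serotonin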
# Numbers without * were called inactive; / = no result given. A portion of the library; rates above refer to the full screens.
SMILES,MC4R antagonist,ABHD5 PLIN5 PPI,SRC2 inh,NOD2 RIPK2 PPI,TLR9-MyD88 block,H9c2 protect,ABCB6 inh MLPCN,MC4R ag barr,N-glyco inh,m5-HT2A agonist
CCC(=O)c1c[nH]c(C(=O)NCc2cccc(C(F)(F)F)c2)c1,0,-11,-6,1,-9,-2,97,0.8,5,-2
COc1cccc(-c2nc(CS(=O)(=O)CC(=O)NCc3ccc4c(c3)OCO4)c(C)o2)c1,9,5,4,-3,-13,11,99,-3.1,2,-1
COc1cccc(CCNC(=O)CCc2nnc(-c3ccc4c(c3)OCO4)o2)c1,9,12,-7,-7,-5,2,99,-2.0,1,4
Cc1nn(C)c(C)c1S(=O)(=O)N(CC(=O)N1CCc2ccccc2C1)c1ccc(C(C)C)cc1,17,3,-1,-5,-9,7,99,2.3,-2,-4
Cc1cc2nc(Sc3c([N+](=O)[O-])nc(C)n3Cc3ccccc3)[nH]c2cc1C,23,9,40,-4,-3,0,101,1.1,18,-3
CCOc1ccc(NC(=O)COC(=O)c2ccc3c(c2)OCCO3)cc1,4,0,22,-2,2,-10,98,1.4,-1,3
CCN(C(=O)CSc1nc2ccccc2o1)c1c(N)n(Cc2ccccc2)c(=O)[nH]c1=O,5,-2,3,-6,-10,1,99,0.8,-1,0
Cc1ccc2nc(NC(=S)NC(=O)c3ccco3)sc2c1,24,2,-38,2,3,-24,93,-0.1,-11,-4
N#CC1(NC(=O)COC(=O)c2cc([N+](=O)[O-])ccc2N2CCOCC2)CCCCC1,0,7,-3,-4,-9,0,100,-3.6,-2,0
Cc1occc1C(=O)N(C)CC1CCCN(CCc2ccccc2F)C1 (stereo not given),-3,-2,-12,-12,12,-3,89,1.9,-2,-15
Cc1ccc(C(C[N+](=O)[O-])c2c(C)[nH]n(-c3ccccc3)c2=O)cc1 (stereo not given),16,-19,-15,2,-14,7,103,4.4,2,-1
Oc1ccc(-c2cn3ccccc3n2)cc1,17,1,-41,2,-3,-24,97,1.5,-7,4
O=C(COC(=O)c1cc([N+](=O)[O-])ccc1N1CCOCC1)Nc1c(Cl)cccc1C(F)(F)F,12,6,4,-4,8,5,102,-2.4,0,5
COc1ccc(N2CCN(C(=O)c3ccc4c(c3)NC(=O)C(CSCc3ccccc3F)N4)CC2)cc1 (stereo not given),-3,-2,-18,-3,6,-2,83,-0.6,1,1
O=[N+]([O-])c1ccc(/C=N\N2CCN(Cc3ccccc3Cl)CC2)cc1,-6,-6,-35,-3,-11,-18,80,0.8,1,2
COc1ccc(NC(=O)Cn2cnc3c(cnn3-c3ccc(C)c(C)c3)c2=O)c(OC)c1,0,3,2,-2,-8,11,89,12*,-3,3
Cc1cc(NC(=O)C(C)SCC(=O)Nc2ccccc2N2CCCCC2)no1 (stereo not given),7,-5,12,-8,-12,-2,94,-2.6,-2,-7
CCn1c(C)cc2c(c1=O)C(c1ccc3c(c1)OCO3)C(C#N)=C(N)O2 (stereo not given),-5,2,22,-2,-6,3,103,-0.8,3,15*
CC(C)C(NC(=O)c1c(F)cccc1F)C(=O)NNC(=O)c1ccccc1 (stereo not given),-1,-2,-5,-11,-4,7,98,0.2,0,-4
COc1cc([N+](=O)[O-])ccc1NC(=O)Cc1ccc(C)cc1,5,1,-11,8,-5,2,90,-2.5,0,-4
CNc1ccc(Br)cc(C(=O)/C=C/c2cccc(Cl)c2Cl)c1=O,17,20,-2,3,2,-8,261,-2.4,-7,3
C[C@H](CO)N1C[C@H](C)[C@@H](CN(C)S(=O)(=O)c2cn(C)cn2)Oc2ccc(NC(=O)Cn3cnnn3)cc2C1=O,-2,11,2,-3,-2,5,94,-0.5,-1,0
CC(=O)Nc1ccc(C(=O)Nc2nc(-c3cccnc3)cs2)cc1,1,1,5,-13,-2,36,87,3.8,11,1
O=C(NCCc1ccccn1)C(F)(F)C(F)(F)C(F)(F)C(F)(F)C(F)(F)C(F)(F)C(F)(F)C(F)F,-3,-9,-17,6,3,-3,101,-2.6,3,-2
O=[N+]([O-])c1ccccc1/C=C/CN1CCC(O)CC1,2,5,5,0,-1,5,96,-0.2,2,-3
CC(C)NC(=O)NC(=O)CSc1nnc(-c2c[nH]c3ccccc23)o1,-1,5,-18,-5,8,3,103,-1.6,0,-10
O=C(Nc1ccccn1)c1ccc(Cl)s1,6,-6,-50,8,5,-7,94,-3.4,-2,-3
CCNC(=O)NC(=O)C(C)Sc1nc2ccccc2n1CC(C)C (stereo not given),2,-6,24,6,-7,8,102,-2.2,-1,-1
COc1ccc(C2CC(c3ccc4ccccc4c3)=NN2C(=O)CN2C(=O)CCC2=O)cc1 (stereo not given),3,8,-5,-4,0,3,89,-0.5,1,0
CCOC(=O)c1ccc(NC(=O)N2CCN(c3ccccn3)CC2)cc1,-1,2,3,-10,-6,3,98,-1.5,2,-5
COC1(NS(=O)(=O)c2ccc(Br)cc2)C(C)=CC(=O)C=C1C,16,1,19,-1,8,-1,100,-4.1,1,3
COc1ccc(/C=C(\NC(=O)c2cccs2)C(=O)NN)cc1OC,19,-9,-14,-4,-6,16,95,0.4,0,-9
O=C(CN1C(=O)CNC1=O)Nc1cc(Cl)cc(Cl)c1,-1,-1,-10,-16,2,-4,100,-1.7,4,-1
O=C(CN1CCN(Cc2ccccc2)C1=O)NCc1cccs1,2,-4,11,-11,4,8,103,-0.7,-1,9
COc1ccc(C(=O)COC(=O)Cn2cnc3ccccc3c2=O)c(OC)c1,3,-6,6,4,-2,4,98,-4.3,-2,6
Cc1cc(NC(=O)CSc2nc(=O)n(CCCN(C)C)c3c2CCCC3)no1,21,6,9,-1,1,3,99,-0.8,-1,-2
Cc1ccc(C(=O)NCCNc2ccc([N+](=O)[O-])cc2C(F)(F)F)cc1,10,-3,20,0,-7,-6,90,-0.5,0,-5
CCOc1ccc(Nc2oc(Cc3ccccc3)nc2C#N)cc1,6,-1,-60,-2,-10,-19,105,-0.9,-5,-4
COC(=O)Cc1ccc(NC(=S)N2CCN(c3cc(Cl)ccc3C)CC2)cc1,4,3,3,-8,/,-12,87,-0.1,-2,-3
COc1ccc(NC2=NCC(=O)N2Cc2cccs2)cc1,6,0,6,5,-11,10,99,1.9,2,1
COc1cccc(C2CC(c3ccccc3)=NN2S(=O)(=O)c2ccccc2)c1OC (stereo not given),-2,-8,-2,4,1,1,169,-1.7,-6,0
COc1ccc(N2CCN(C(=O)c3ccc(NS(=O)(=O)c4ccc(F)c(F)c4)cc3)CC2)cc1,-3,3,-43,0,4,-4,104,-0.6,0,5
Cc1ccc(C)n1NC(=O)c1ccc(Cl)cc1,2,0,2,7,6,-4,97,-1.9,0,-4
O=S(=O)(c1ccc(NC(=S)N/N=C/c2cccc(Oc3ccccc3)c2)cc1)N1CCOCC1,11,-6,8,5,1,-7,109,-1.1,-6,5
CCOC(=O)N1CCN(C(=O)CS(=O)Cc2nc(-c3ccc(OC)c(OC)c3)oc2C)CC1 (stereo not given),-8,3,-7,-3,-10,2,95,1.5,4,5
CCO/C(C)=N/Oc1cnc2ccccc2c1,/,0,-41,4,/,-2,99,/,-1,-4
O=C(CSc1ccc(F)cc1)Nc1ccc(N2CCOCC2)cc1,-2,-2,-32,-5,-5,-4,102,1.4,0,0
Cc1ccc(S(=O)(=O)N(C)CC(O)Cn2c3ccccc3c3ccccc32)cc1 (stereo not given),7,5,-1,-6,6,-21,97,1.8,-2,3
COC(=O)c1ccc(Cc2ccc(C(=O)OC)o2)o1,9,0,-24,1,0,5,106,-1.1,0,3
CC(=O)N/N=C(\C)c1cccc(C(F)(F)F)c1,15,-2,-9,1,-2,0,105,3.3,2,6

# Structures shown so far that have fluorine, in the order listed:
SMILES,MC4R antagonist,ABHD5 PLIN5 PPI,SRC2 inh,NOD2 RIPK2 PPI,TLR9-MyD88 block,H9c2 protect,ABCB6 inh MLPCN,MC4R ag barr,N-glyco inh,m5-HT2A agonist
CCC(=O)c1c[nH]c(C(=O)NCc2cccc(C(F)(F)F)c2)c1,0,-11,-6,1,-9,-2,97,0.8,5,-2
Cc1occc1C(=O)N(C)CC1CCCN(CCc2ccccc2F)C1 (stereo not given),-3,-2,-12,-12,12,-3,89,1.9,-2,-15
O=C(COC(=O)c1cc([N+](=O)[O-])ccc1N1CCOCC1)Nc1c(Cl)cccc1C(F)(F)F,12,6,4,-4,8,5,102,-2.4,0,5
COc1ccc(N2CCN(C(=O)c3ccc4c(c3)NC(=O)C(CSCc3ccccc3F)N4)CC2)cc1 (stereo not given),-3,-2,-18,-3,6,-2,83,-0.6,1,1
CC(C)C(NC(=O)c1c(F)cccc1F)C(=O)NNC(=O)c1ccccc1 (stereo not given),-1,-2,-5,-11,-4,7,98,0.2,0,-4
O=C(NCCc1ccccn1)C(F)(F)C(F)(F)C(F)(F)C(F)(F)C(F)(F)C(F)(F)C(F)(F)C(F)F,-3,-9,-17,6,3,-3,101,-2.6,3,-2
Cc1ccc(C(=O)NCCNc2ccc([N+](=O)[O-])cc2C(F)(F)F)cc1,10,-3,20,0,-7,-6,90,-0.5,0,-5
COc1ccc(N2CCN(C(=O)c3ccc(NS(=O)(=O)c4ccc(F)c(F)c4)cc3)CC2)cc1,-3,3,-43,0,4,-4,104,-0.6,0,5
O=C(CSc1ccc(F)cc1)Nc1ccc(N2CCOCC2)cc1,-2,-2,-32,-5,-5,-4,102,1.4,0,0
CC(=O)N/N=C(\C)c1cccc(C(F)(F)F)c1,15,-2,-9,1,-2,0,105,3.3,2,6

# Screening data from PubChem BioAssay.
